Screening results deposited in PubChem by Broad Institute.
miR-122 sensor: blocks miR-122 activity in Huh7 sensor cells | AID 602342 | Huh7 miR-122 Renilla luciferase sensor, 48 h; neutral wells = 0, positive control = 100 | activation (reporter increase), % at 12.5 µM | actives 0.3% (n = 340,000);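 active means mean replicate activation score at least 90 and every replicate individually at or above 90; inconclusive means only one of the two criteria met; inactive means neither criterion met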;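 further: higher luciferase means less miR-122 activity so hits act as miR-122 inhibitors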
EWS-Fli inh: inhibitors of EWS/Fli oncoprotein transcriptional activity. A673 NR0B1-luciferase reporter, viability-normalised. AID 651661. inhibition, % at 12.6 µM. actives 0.67% (n = 350,000);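 active means mean inhibition of at least 50% after viability correction, with every replicate also passing that limit; inconclusive means mean reaches 50% but only one of two replicates passes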;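 further: firefly luciferase signal divided by Alamar Blue viability fluorescence both relative to DMSO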
FN deposition inh: fibronectin deposition inhibition | AH1F fibroblasts, Alexa488-fibronectin deposition fluorescence, overnight | inhibition, % at 12.6 µM | actives 0.086% (n = 350,000) | AID 743247;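 active means mean inhibition across replicates of 30% or more, regardless of how many single replicates reach that level; inconclusive means mean under 30% yet at least half of replicates reach 30%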;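 further: positive control wells lacked labelled fibronectin entirely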
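Test system: AH1F fibroblast monolayer depositing Alexa488-labelled fibronectin into matrix. Input: 10000 cells per well. Technique: fluorescence, ex 485 nm, em 525 nm. Buffer or medium: DMEM plus 2% serum, read in PBS. Timing: 1 h cell adhesion before compound, then overnight fibronectin incubation. Compound: single dose, pinned. Read-out basis: inhibition from reduced deposited-fibronectin fluorescence.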
DENV2 CPE: protects cells from dengue virus 2 cytopathic effect; DENV2-infected cells, cytopathic effect rescue, plate reader; CPE inhibition, % at 9.99 µM; actives 1.7% (n = 350,000); in the data active means CPE inhibition above about 20%, passing the limit was not always enough; inconclusive means no clear call, values can overlap the other calls; tested in BHK-21 cells;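 further: 0% = median of neutral control wells and 100% = median of positive control wells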
GSIS activator: GLuc luminescence reporter in INS-1E cells, primary screen for activators of glucose-dependent secretion of insulin. INS-1E GLuc reporter insulin secretion, 2-3 h. activation, % at 16.6 µM. AID 743287. actives 0.61% (n = 370,000);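 active means lowest replicate activation of at least 40%, so every replicate reaches that level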;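 further: 0% = median of neutral control wells and 100% = median of IBMX positive control wells; some compounds called inactive have numbers as strong as hits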
PAX8 reporter: inhibitors of PAX8 transcriptional activity in RMG-I cells | AID 652154 | actives 1.2% (n = 360,000) | RMG-I TPO-luciferase reporter, SteadyGlo, 24 h | inhibition, % at 12.6 µM;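 active means mean replicate inhibition at least 60% with every replicate also reaching 60%; inconclusive means only one of the two criteria is met; inactive means mean below 60% and not all replicates reaching 60%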;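 further: luciferase light reporting Pax8 driven TPO promoter activity; plate controls were median of neutral control wells for no effect and mitoxantrone controls for full effect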
F508del corr: correctors of CFTR F508del function in bronchial epithelial cells | activity (quench increase), % at 7.58 µM | CFBE cells, YFP halide quenching; stimulated with forskolin plus potentiator P3; % fluorescence drop versus neutral controls | actives 0.36% (n = 350,000);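 active means mean added fluorescence quench of at least 8% versus neutral control, with both replicates also reaching 8%; inconclusive means only one of the mean or replicate conditions met; inactive means mean below 8% and not both replicates reaching 8%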;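 further: cells transiently co-express mutant CFTR-F508del with the halide-sensitive YFP; corrector assay measuring rescue of mutant channel to the surface after 24 h compound exposure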
Active calls of the source: *; ? = inconclusive; / = no result given; [ ] = another dose, or the depositor's remark.

SMILES	miR-122 sensor	EWS-Fli inh	FN deposition inh	DENV2 CPE	GSIS activator	PAX8 reporter	F508del corr
Cc1cc(NC(=O)C2C3C(=O)N(c4cccnc4)C(C(=O)NC(C)(C)C)C34C=CC2(C)O4)no1 (configuration not stated)	-3	7	6	2	3	-13	-2.7
CCN(CC)S(=O)(=O)c1ccc2c(c1)N(CC(=O)NCc1ccco1)C(=O)CO2	/	7	-6	-1	28	-7	-4.0
CCCNC(=O)Nc1ccc2c(c1)OC[C@@H](C)N(Cc1ccccc1)C[C@H](C)[C@@H](OC)CN(C)C2=O	2[16.7 µM]	1	6	-2	-24	/	2.1
O=C(CSc1cccc[n+]1[O-])NC1CCCCC1	-6	4	6	5	10	-3	-2.9
CC(=O)c1ccc(NS(=O)(=O)c2ccc(C(C)(C)C)cc2)cc1	/	-1	-4	1	-30	-3	-2.2
CSC1=NCCN1C(=O)c1c(F)cccc1F	-5	/	10	/	/	-8	/
C=CCN1C(=O)/C(=C\c2cccc(OC(=O)c3ccco3)c2)SC1=S	4	-10	-6	10	1	1	-1.2
COc1ccccc1N1CCN(C(=O)Cn2nnc(-c3cccs3)n2)CC1	2	/	2	/	30	/	/
Cc1ccc(OCCOc2ccc(Cl)cc2Cl)c([N+](=O)[O-])n1	/	-21	-4	0	11	-60	/
Cc1noc(C)c1NC(=O)N(C)C[C@H]1Oc2c(NS(=O)(=O)c3cn(C)cn3)cccc2C(=O)N([C@H](C)CO)C[C@H]1C	-22[16.7 µM]	-2	5	-5	8	/	-0.2
CC(C)(C)OC(=O)N1CCC(C(=O)Nc2ccc(C(=O)NCCc3ccccc3)cc2)CC1	-5	-42	3	-1	-3	-79	-2.0
CC(C)NC(=O)Nc1ccc2c(c1)C(=O)N([C@@H](C)CO)C[C@H](C)[C@H](CN(C)C)OCCCC[C@H](C)O2	10[16.7 µM]	/	5	-2	17	-13	-0.3
CCn1c(=O)n(C)c2c(=O)n(C)c(=O)n(C)c21	2	0	/	2	4	10	1.0
CN(C)CC(=O)N1CC2(C1)[C@H](c1ccccc1)[C@@H](CO)N2C(=O)C1CCC1	/	-6	6	-13	0	-8	-1.8
O=c1[nH]nc(SCc2cc(Cl)ccc2Cl)c(=O)[nH]1	/	10	-8	-4	/	-14	0.3
C[C@H](CO)N1C[C@H](C)[C@H](CN(C)Cc2ccc(Cl)c(Cl)c2)OCCCC[C@H](C)Oc2ccc(NS(=O)(=O)c3ccc(F)cc3)cc2C1=O	-8[16.7 µM]	-5	4	6	-12	97*	5.4
Cc1ccc(NC(=O)CN(C)S(=O)(=O)c2cccs2)cc1C	-2	-35	/	-2	-1	/	-0.1
CC(C)OC(=O)Nc1ccc2c(c1)N(C(=O)CCN(C)C)c1ccccc1CC2	-2	3	-8	-3	-7	4	2.5
C[C@H](CO)N1C[C@H](C)[C@H](CN(C)Cc2ccc(C(=O)Nc3ccccc3N)cc2)Oc2ccc(NS(=O)(=O)c3ccccc3)cc2CC1=O	145*[16.7 µM]	42	/	-18	7	19	1.0
CC(C)NC(=O)N(C)C[C@@H]1Oc2ccc(NS(=O)(=O)c3cccs3)cc2CC(=O)N([C@@H](C)CO)C[C@@H]1C	0[16.7 µM]	-9	/	22*	16	-1	-1.1
COc1cccc(-c2nc(Cc3ccc(OC)c(OC)c3)no2)c1	0	-4	/	-7	11	/	-0.4
COc1ccccc1-c1nnc(SCC(=O)Nc2ccc(S(N)(=O)=O)cc2)n1N	-5	6	-3	1	5	7	2.6
Cc1nn2c(N3CCN(C4CCCC4)CC3)cc(C(C)(C)C)nc2c1-c1ccccc1	-5	/	12	/	-11	/	/
CCC(=O)Nc1ccc2c(c1)C(=O)N(C)C[C@H](OC)[C@H](C)CN(C(=O)c1ccncc1)[C@@H](C)CO2	-5[16.7 µM]	0	6	-5	12	-8	2.2
CCOc1ncccc1C(=O)OCc1c(Cl)cccc1Cl	-1	/	5	/	42	18	/
Cc1ccc(S(=O)(=O)N(C)c2nc3ccccc3[nH]c2=S)cc1	/	4	-12	-4	45	31	2.9
CS(=O)(=O)N1[C@@H](C#N)[C@H](c2ccc(-c3ccccc3F)cc2)[C@@H]1CO	/	-4	12	?	-6	7	-2.4
COc1ccc(NC(=O)N2CCCC2C(=O)NCc2ccccc2Cl)cc1 (configuration not stated)	-2	13	3	1	-7	12	-0.1
Cc1cccn2c(=O)c(/C=C(\C#N)C(=O)NC3CCS(=O)(=O)C3)c(N3CCC(C(N)=O)CC3)nc12 (configuration not stated)	/	-2	-13	1	2	-30	/
CCCC(c1nnnn1CCc1ccccc1)N1CCC(C(N)=O)CC1 (configuration not stated)	2	/	5	/	/	10	/
CCN1CCN(Cc2c(O)ccc3c2O/C(=C\C=C\c2ccccc2)C3=O)CC1	26	9	-3	/	-17	50	/
CC(=O)N1C[C@@H]2[C@H](c3ccccc31)[C@H](CO)N2C(=O)CC1CC1	-14[16.7 µM]	-2	/	11	2	-22	-0.5
CCOC(=O)C1=C(COC(=O)COc2ccccc2OCC)NC(=O)NC1C (configuration not stated)	-3	-1	-1	-1	5	0	-2.7
COc1ccc(NC(=O)N[C@@H](Cc2ccccc2)C(=O)NN)cc1	/	1	-1	-1	0	-2	1.0
Cc1cccc(NC(=O)c2ccc3nc(N4CCOCC4)sc3c2)c1C	-7	-18	2	5	12	-32	-0.9
Cc1nc2oc3ccccc3c(=O)c2c(=O)n1Cc1ccccc1	9	/	1	/	/	4	/
C=C(C)CNC(=S)N/N=C(\C)c1ccc(Cl)s1	2	32	-7	-1	/	-23	/
Nc1c(Br)c(=O)[nH]c(=O)n1-c1ccccc1	-1	-1	-1	0	5	-6	-1.2
Cc1ccc(S(=O)(=O)N2CCN(C(=O)c3ccccc3OCc3c(C)noc3C)CC2)cc1C	/	-2	17	4	-20	/	1.4
CCOC(=O)N1CCC(N2C(=O)c3ccccc3C2Nc2ccc(S(=O)(=O)N(CC)CC)cc2)CC1 (configuration not stated)	/	11	-10	0	-5	-20	-1.8

Three compounds drawn at random from those above, as already listed:
SMILES	miR-122 sensor	EWS-Fli inh	FN deposition inh	DENV2 CPE	GSIS activator	PAX8 reporter	F508del corr
Nc1c(Br)c(=O)[nH]c(=O)n1-c1ccccc1	-1	-1	-1	0	5	-6	-1.2
COc1cccc(-c2nc(Cc3ccc(OC)c(OC)c3)no2)c1	0	-4	/	-7	11	/	-0.4
CCC(=O)Nc1ccc2c(c1)C(=O)N(C)C[C@H](OC)[C@H](C)CN(C(=O)c1ccncc1)[C@@H](C)CO2	-5[16.7 µM]	0	6	-5	12	-8	2.2

Additional results
SMILES	miR-122 sensor	EWS-Fli inh	FN deposition inh	DENV2 CPE	GSIS activator	PAX8 reporter	F508del corr
Cc1nnc(NC(=O)CSc2nnc(CC(=O)Nc3ccccc3C)n2C)s1	/	-1	0	3	16	8	-3.1
O=C(NCCCl)Nc1ccc(Cl)c([N+](=O)[O-])c1	/	4	-1	-9	-20	-1	2.0
COCc1nc(-c2ccc(-c3ccc(OC)cc3)nc2OC)no1	-5	-53	0	1	/	-100	4.4
COc1ccc2ccccc2c1/C=N/NC(=O)c1cccc([N+](=O)[O-])c1	-1	5	9	-7	1	21	0.4
COc1ccc(C#Cc2ccc3c(c2)[C@H]2[C@H](CCN2C(=O)Nc2ccc(C(F)(F)F)cc2)[C@@H](CO)N3C)cc1	-6[16.7 µM]	2	-7	?	-7	11	3.8
CCOc1ncccc1C(=O)Nc1ccc(OC)c(S(=O)(=O)N2CCOCC2)c1	/	1	-3	2	22	-8	-0.4
C/C=C/c1cccc(-c2nc(C(=O)NCc3ccccc3)cc3c2[C@H](CCO)N([S@@](=O)C(C)(C)C)C3)c1	/	9	-17	-2	-13	-20	-1.0
C[C@@H]1CN([C@@H](C)CO)C(=O)c2cc(NS(=O)(=O)c3ccccc3)ccc2O[C@H]1CN(C)C(=O)NC1CCCCC1	7[16.7 µM]	5	/	3	26	17	-3.7
CCOc1cc(C(N)=O)cc(Cl)c1OCC	/	4	-3	/	8	-3	1.0
COc1ccc(-c2csc(N(Cc3ccco3)C(=O)c3cccs3)n2)cc1	6	-37	-5	-2	-1	-20	2.1
O=C(CCC1CC(=O)Nc2ccccc21)NCc1ccc(F)cc1 (configuration not stated)	2	-1	/	8	-5	/	-0.9
O=C(/C=C/c1ccc(S(=O)(=O)N2CCOCC2)cc1)N(CCO)Cc1ccccc1	-3	4	-2	-6	-14	-3	-1.7
Cc1cc(C)c(C(O)c2ncc(-c3ccccc3Cl)[nH]2)c(C)c1 (configuration not stated)	-7	-8	2	4	-21	6	-2.5
CC1(C)CC(NC(=O)c2cc(S(=O)(=O)N3CCOCC3)c(Cl)cc2Cl)CC(C)(C)N1	/	-5	-1	2	18	-4	2.4
CCn1cc(C(=O)NCC(OC)OC)c(=O)c2cc(S(=O)(=O)N3CCCC3)ccc21	-5	/	0	-2	5	6	-0.4
Cc1cccc(C)c1OCC(=O)N1CCc2ccccc2C1	-8	-21	1	5	-5	1	2.4
Cc1onc(-c2ccccc2)c1C(=O)OCC(=O)N(CC(C)C)c1c(N)n(Cc2ccccc2)c(=O)[nH]c1=O	/	2	1	-3	-6	4	-3.8
COc1ccccc1-c1ccc([C@@H]2[C@H](C#N)N(C(=O)C3CC3)[C@H]2CO)cc1	/	3	11	-9	18	5	-0.1
CCOC(=O)c1c(-c2ccc(C)o2)csc1NC(=O)CN(C)CC(=O)Nc1ccc(C)cc1	1	/	-14	/	/	-9	/
COC(=O)C(=O)C/C(=N/Nc1ncnc2ccccc12)c1ccc(Cl)cc1	3	-18	-5	4	7	15	0.3
Cc1nn(Cc2noc(C(=O)NCCCn3ccnc3)n2)c(C)c1Br	/	/	19	-1	8	3	0.1
O=S(=O)(c1ccccc1)N1CCc2ccccc21	/	-6	3	-4	8	22	-0.6
Cc1cc(=O)oc2c(C)c(OCC(=O)Nc3cccnc3)ccc12	-4	-27	9	0	21	-20	-1.5
O=C(c1ccccn1)N1CC[C@@H]2[C@H](CO)Nc3ccc(-c4cccc(F)c4)cc3[C@@H]21	9[16.7 µM]	-17	2	-11	-12	-8	-0.5
CC(C)Sc1nnc([C@H](Cc2ccccc2)NC(=O)OC(C)(C)C)o1	3	0	5	-3	-29	15	-0.1
CCc1ccc(CCC(=O)Nc2sc(C)c(C)c2C(=O)OC)o1	-9	-12	/	4	-19	/	-4.3
COc1ccc(-c2csc(C(C)(O)c3ccc(F)c(F)c3)n2)cn1 (configuration not stated)	-7	4	/	5	-22	-1	1.5
Cc1noc(C)c1CSCC(=O)Nc1nnc(CC(C)C)s1	-1	6	5	4	-10	2	-2.1
CCN(Cc1ccc2c(c1)OCCO2)C(=O)CN1C(=O)NC2(CCCCC2)C1=O	-5	2	1	0	-1	3	2.0
CO[C@@H]1CN(C)C(=O)c2ccc(NC(=O)C3CC3)cc2OC[C@@H](C)N(Cc2cccc(F)c2)C[C@H]1C	/	/	3	-6	-34	7	-2.0
Cc1cccc(C(=O)NCCNC(=O)c2ccccn2)c1	-3	-2	0	5	11	-9	-0.1
CC(=O)Nc1cccc(NC(=S)Nc2ccc(F)cc2F)c1	1	-21	1	-1	6	-24	1.8
Cc1cc(Nc2cccc([N+](=O)[O-])c2)c2ccccc2n1	/	18	4	-5	4	11	0.9
CCOC(=O)c1c(C)n(C)c2ccc(OC)c(NC(=O)CN3CCC(C(=O)OCC)CC3)c12	/	-1	-3	-2	/	5	-0.6
O=C(NCCc1ccncc1)[C@@H]1[C@@H](CO)[C@@H]2Cn3c(ccc(-c4cccc(F)c4)c3=O)[C@H]1N2	2[16.7 µM]	0	/	85*	22	5	1.9
COc1ccc(NC(=O)CSc2nnc(CC(=O)Nc3ccc(F)cc3)n2C)cc1	-5	/	2	-5	4	13	-2.0
